PNC inhibitor = blocks assembly of the perinucleolar compartment; 140,000 compounds, 3.1% hits; AID 2417; activity change (PNC), negative = inhibition, % at 10 µM; PC3M PTB-GFP, PNC prevalence imaging, 16 h; stronger effect = lower value;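 active = readout at or below -70, meaning at least 70% loss of cells showing the perinucleolar compartment, a nuclear body marking cancer cells; inconclusive = readout between -30 and a set limit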;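 note: plate controls were DMSO wells for no effect and camptothecin positive control wells for full effect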
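Read-out is percentage of cells bearing a perinucleolar compartment, from automated 20x imaging of fixed, Hoechst-stained PC3M PTB-GFP cells. Cells were seeded 4 h, then exposed 16 h to compound (23 nl of library stock) in duplicate plates.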
ALOX15B inhib = blocks human 15-lipoxygenase 2 activity | O15296 | purified 15hLO-2, xylenol orange hydroperoxide absorbance | Potency, µM (titrated, usually from 57.1 µM), inactives show top-dose activity change, negative = inhibition, actives largely listed as inhibitors | 110,000 compounds, 0.56% hits | AID 881; note: potency is the fitted concentration of half-maximal effect; nearly all actives have a fitted effect of over 60% in size; many of its hits are not listed in these tables
Target sequence (O15296 whole entry, looked up): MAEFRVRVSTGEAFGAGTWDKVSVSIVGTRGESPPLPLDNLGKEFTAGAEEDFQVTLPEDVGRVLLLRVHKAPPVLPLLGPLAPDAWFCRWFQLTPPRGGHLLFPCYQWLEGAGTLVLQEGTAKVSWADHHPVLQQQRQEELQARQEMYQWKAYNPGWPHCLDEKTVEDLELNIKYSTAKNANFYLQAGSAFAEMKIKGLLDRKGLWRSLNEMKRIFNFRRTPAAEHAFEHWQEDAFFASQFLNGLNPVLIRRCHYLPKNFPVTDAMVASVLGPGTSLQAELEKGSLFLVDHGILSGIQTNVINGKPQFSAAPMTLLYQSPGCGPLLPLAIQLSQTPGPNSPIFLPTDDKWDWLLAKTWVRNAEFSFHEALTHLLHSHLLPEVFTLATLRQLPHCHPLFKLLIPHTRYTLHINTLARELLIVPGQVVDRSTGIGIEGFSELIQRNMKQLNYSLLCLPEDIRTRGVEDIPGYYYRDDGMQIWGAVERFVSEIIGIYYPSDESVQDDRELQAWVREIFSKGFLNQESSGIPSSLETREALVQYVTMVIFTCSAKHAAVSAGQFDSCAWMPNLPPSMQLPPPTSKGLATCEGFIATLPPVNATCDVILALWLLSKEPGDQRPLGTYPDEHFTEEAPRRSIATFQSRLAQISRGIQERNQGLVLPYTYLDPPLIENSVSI
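Screening format was qHTS against 50 nM purified 15hLO-2 in Hepes pH 7.5 with detergent. Activity follows hydroperoxide formation from 45 uM arachidonic acid, measured as 573:405 nm absorbance ratio of the ferric-xylenol orange complex.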
IMPase cell inh = membrane-permeable compound that blocks inositol monophosphatase; inhibition (IP1 accumulation), % at 46.1 µM; AID 901; CHO-M1 cells, IP1 accumulation, HTRF TR-FRET ratio; 120,000 tested, under 10 active; active = well fitted curve in the direction sought with a large enough effect in the signal ratio, not every such curve was filed as active; inconclusive = small, poorly fitted or top-dose-only effect, or a change in a side signal; inactive = no such curve, though single readings can be large or run the other way; the % refers to the signal ratio;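 note: cells stimulated with carbachol in lithium chloride buffer; plate controls were DMSO basal wells for no effect and reference inhibitor wells for full effect; higher means more IMPase inhibition seen as more IP1 and lower FRET ratio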
Target sequence (P97697 whole entry, looked up): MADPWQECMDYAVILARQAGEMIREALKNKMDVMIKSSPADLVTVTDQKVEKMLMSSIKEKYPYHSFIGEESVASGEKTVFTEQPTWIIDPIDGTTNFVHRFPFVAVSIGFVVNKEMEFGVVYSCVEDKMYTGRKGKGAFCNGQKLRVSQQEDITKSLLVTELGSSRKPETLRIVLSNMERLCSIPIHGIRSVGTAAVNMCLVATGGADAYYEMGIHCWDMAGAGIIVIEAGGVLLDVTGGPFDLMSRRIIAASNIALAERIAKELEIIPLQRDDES
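Elevated IP1 in lysates lowers TR-FRET signal (665/620 ratio and 620 channel reported). Cells were CHO-M1, given carbachol (50 uM as added) plus 50mM LiCl, pH 7.4, 30 min, 37C; compounds titrated up to 46 uM; AC50 by Hill equation.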
12-hLO inh = blocks human 12-lipoxygenase activity. Potency, µM (highest dose often 57.1 µM), inactives show top-dose activity change, negative = inhibition, hits mostly inhibitors. 150,000 compounds, 0.12% hits. purified 12-hLO, xylenol orange hydroperoxide absorbance; note: potency is the fitted concentration of half-maximal effect; nearly all actives have a fitted effect of over 55% in size; many of its hits are not listed in these tables
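Xylenol orange chromogenic assay: hydroperoxide from 12hLO oxidises Fe(II), giving red-shifted Fe(III)-XO absorbance. Conditions: 150 nM enzyme, 40 uM arachidonic acid, 25 mM Hepes pH 7.0, 0.01% Triton X-100, 30 min, room temperature.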
Active calls of the source: *; u = inconclusive; x = no result given; & = joins results of further samples; [ ] = dose if it differs, or a comment. Unless noted, calls come from the whole dose curve; as a rule, active = well fitted curve in the direction sought with a large enough effect; inconclusive = small, poorly fitted or top-dose-only effect, or another doubt; inactive = no such curve, though single readings can be large; an effect the other way counts as inactive or inconclusive. Unless noted, % is set by controls: 0 for no effect and ±100 for the full control effect. An excerpt; count on the stated rates, not on these rows.

Screens by letter: A = PNC inhibitor; B = ALOX15B inhib; C = IMPase cell inh; D = 12-hLO inh
CCOC(=O)c1[nH]c(C)c(C(=O)OCC(=O)N2CCCCC2C)c1C (stereo not drawn)
  A = -26; B = 0%; C = -2; D = -12%

COc1cccc(Nc2nnc(SCc3nc4ccccc4s3)s2)c1
  A = -18; B = x; C = x; D = -2%

Cc1cccn2cc(CCNS(=O)(=O)c3ccc4c(c3)OCCO4)nc12
  A = u; B = -2%; C = 3; D = -5%

CCCC(=O)Nc1ccccc1-c1nnn(CC(=O)Nc2ccc(OC)cc2)n1
  A = -81*; B = -6%; C = -1; D = 2%

Cc1c(C(=O)O)c(-c2ccccc2)nn1-c1ccccc1
  A = u; B = -3%; C = 1; D = 6%

CC1(C)C(=O)OC(c2c(F)c(F)c(F)c(F)c2F)C2(CCCCC2)C1=O (stereo not drawn)
  A = u; B = 1%; C = 14; D = 0%

O=C(O)CSc1nnc(Cn2nnc3ccccc32)n1CCc1ccccc1
  A = u; B = -7%; C = 4; D = 5%

Cc1ccc(OP(=O)(Nc2c(C)n(C)n(-c3ccccc3)c2=O)Oc2ccc(C)cc2)cc1
  A = 17; B = x; C = x; D = -1%

O=C(c1cnn(-c2ccccc2)c1)c1ccc2ccccc2c1O
  A = 48; B = x; C = 2; D = -9%

COCCN1C(=O)N[C@@H](c2ccco2)C(C(C)=O)=C1C
  A = 8; B = x; C = x; D = -2%

CC(C)OC(=O)c1ccc(NC(=O)Cn2c(-c3nonc3N)nc3ccccc32)cc1
  A = 0; B = x; C = 18; D = 3%

CCCCNC(=S)NNC(=O)c1csc2ccccc12
  A = -27; B = 12%; C = -8; D = -3%

COc1ccc(-n2c(SCC(=O)c3ccc[nH]3)nnc2-c2ccccc2)cc1
  A = u; B = x; C = x; D = 3%

Cc1noc(C)c1S(=O)(=O)Nc1ccc(C(=O)NC2CCCCCC2)cc1
  A = 1; B = 5%; C = -12; D = -2%

CCSc1nnc(NC(=O)C(C)(C(F)(F)F)C(F)(F)F)s1
  A = 17; B = -3%; C = 0; D = 3%

O=C(NCc1ccccc1)NC1(C(=O)N2CCOCC2)CCCCC1
  A = 21; B = 14%; C = 3; D = -5%

CCCc1cc2c(n1Cc1ccc(OC)cc1)C(C)C1CN(C(=O)c3ccccc3)C(C)(C(=O)OC)C21 (stereo not drawn)
  A = x; B = -18%; C = x; D = -3%

Cc1ccc(/C=N/NC(=S)NC(C)C)o1
  A = 14; B = -12%; C = -4; D = -5%

CCCCNC(=O)OCC(CC)NC(=O)OC(C)C (stereo not drawn)
  A = 15; B = 8%; C = u; D = -2%

COc1ccc([N+](=O)[O-])c2c(=O)ccoc12
  A = u; B = x; C = x; D = -2%

COC(=O)c1nc2nc(C)cc(=O)n2[nH]1
  A = u; B = -6%; C = 5; D = -5%

CC(C)CNc1cc(=O)n(C)c(=O)n1C
  A = 31; B = 1%; C = -10; D = 3%

COc1cc(C(=O)Nc2cccc(-c3nc4ccccc4o3)c2C)cc(OC)c1OC
  A = -9; B = 0%; C = 4; D = -3%

Cc1nc2cc(-c3cccc(F)c3)nn2c(C)c1CCC(=O)NC(C)c1ccc2c(c1)OCCO2 (stereo not drawn)
  A = 100; B = x; C = x; D = -4%

COc1ccc(S(=O)(=O)Nc2ccccc2C(=O)NCc2ccco2)cc1Br
  A = -4; B = -20%; C = -18; D = -16%

The results go on:
Screens by letter: A = PNC inhibitor; B = ALOX15B inhib; C = IMPase cell inh; D = 12-hLO inh
COc1ccc(Cn2c(CCC(=O)N3CCN(c4ccccn4)CC3)nc3ncccc3c2=O)cc1
  A = 1; B = -4%; C = 3; D = -7%

O=c1[nH]c2ccccc2c(=O)n1Cc1ccco1
  A = 8; B = 2%; C = -8; D = -3%

COc1cc(NC(=O)C2CCCN2C(=O)C2CCC(C)CC2)cc(OC)c1OC (stereo not drawn)
  A = -12; B = 5%; C = u; D = 27%

O=C(NC1CCCCC1)c1ccccc1NC(=O)C1CC(=O)N(c2ccc(Cl)cc2)C1 (stereo not drawn)
  A = 3; B = x; C = 4; D = 6%

O=C(Cc1ccccc1)NNC(=O)c1cccs1
  A = u; B = -23%; C = 7; D = -2%

Cc1cc(Cl)ccc1OCC(=O)Nc1ccccc1N1CCOCC1
  A = 36; B = 15%; C = 3; D = -10%

Cc1ccc2c(c1)C(C)(C)[C@]1(C)NC(=O)CCN21
  A = 58; B = -8%; C = 6; D = -1%

Cc1cc(C)c(C)c(OCCOCCN2CCOCC2)c1
  A = -10; B = 10%[11.4 µM]; C = -9[1.84 µM]; D = -1%

CC1CC(C)CN(CC(=O)N2c3ccccc3CCc3ccccc32)C1 (stereo not drawn)
  A = 64; B = x; C = 15; D = 1%

CCCCCCCCNC(=O)c1cccnc1SCC(=O)Nc1ccccc1OC
  A = 65; B = x; C = 5; D = 4%

COc1ccc(OC)c(N(CC(=O)Nc2ccc3c(c2)OCCO3)S(C)(=O)=O)c1
  A = -3; B = -7%; C = 1; D = 6%

O=C(c1ccccc1)c1ccc2nc[nH]c2c1
  A = 33; B = -8%[11.4 µM]; C = -7[1.84 µM]; D = -1%

O=C1c2cccnc2C(O)N1C1CCCCC1 (stereo not drawn)
  A = 33; B = 7%; C = 3; D = 0%

O=C(NC(Cc1ccccc1)c1nc2ccccc2[nH]1)C1CC(=O)N(c2ccc3c(c2)OCCO3)C1 (stereo not drawn)
  A = -18; B = -15%; C = -3; D = u

CN(CC(=O)Nc1ccc(S(N)(=O)=O)cc1)c1ccccc1
  A = -25; B = 4%; C = 2; D = -6%

COC(=O)[C@@]1(Cc2ccccc2)[C@H]2c3cc(C(=O)N4CCCC4)n(Cc4cccc5ccccc45)c3C[C@H]2CN1C(=O)c1ccccc1
  A = x; B = 0%; C = x; D = -3%

CS(=O)(=O)Nc1ccc(S(=O)(=O)Nc2nccs2)cc1
  A = -29; B = -13%; C = -2; D = 3%

COc1cc(/C=C(/C#N)c2nc3ccccc3[nH]2)ccc1OCC(=O)Nc1ccccc1C
  A = 47; B = u; C = 9; D = 0%

OCC(O)C(O)C(O)C(O)CO (stereo not drawn)
  A = x; B = -1%[0.0915 µM]; C = x; D = 2%[0.00818 µM]

O=C(CSc1nc2ccc([N+](=O)[O-])cc2[nH]1)NC1CCCCCC1
  A = 23; B = x; C = -4; D = 3%

O=C(CNCCO)N1CCc2ccccc21
  A = 28; B = 32%[activator]; C = -2; D = -9%

COc1ccccc1NC(=O)C(NC(=O)OC(C)(C)C)C(C)OCc1ccccc1 (stereo not drawn)
  A = 10; B = 2%; C = 10; D = 2%

COc1ccc(Cl)c(NCCC(=O)O)c1
  A = 413; B = x; C = 2; D = 2%

Cc1ccc(/C=C/C(=O)Nc2nccs2)o1
  A = -18; B = x; C = x; D = -1%

CCOc1ccccc1C(=O)Nn1c(C2CCC2)nc2ccccc2c1=O
  A = 12; B = 1%; C = -9; D = 0%

In another format: entries from further up.
| Molecule | PNC inhibitor | ALOX15B inhib | IMPase cell inh | 12-hLO inh |
| --- | --- | --- | --- | --- |
| OCC(O)C(O)C(O)C(O)CO (stereo not drawn) | x | -1%[0.0915 µM] | x | 2%[0.00818 µM] |
| O=C(CSc1nc2ccc([N+](=O)[O-])cc2[nH]1)NC1CCCCCC1 | 23 | x | -4 | 3% |

Ten successive entries already listed, for reference:
Screens by letter: A = PNC inhibitor; B = ALOX15B inhib; C = IMPase cell inh; D = 12-hLO inh
COc1ccc(Cn2c(CCC(=O)N3CCN(c4ccccn4)CC3)nc3ncccc3c2=O)cc1
  A = 1; B = -4%; C = 3; D = -7%

O=c1[nH]c2ccccc2c(=O)n1Cc1ccco1
  A = 8; B = 2%; C = -8; D = -3%

COc1cc(NC(=O)C2CCCN2C(=O)C2CCC(C)CC2)cc(OC)c1OC (stereo not drawn)
  A = -12; B = 5%; C = u; D = 27%

O=C(NC1CCCCC1)c1ccccc1NC(=O)C1CC(=O)N(c2ccc(Cl)cc2)C1 (stereo not drawn)
  A = 3; B = x; C = 4; D = 6%

O=C(Cc1ccccc1)NNC(=O)c1cccs1
  A = u; B = -23%; C = 7; D = -2%

Cc1cc(Cl)ccc1OCC(=O)Nc1ccccc1N1CCOCC1
  A = 36; B = 15%; C = 3; D = -10%

Cc1ccc2c(c1)C(C)(C)[C@]1(C)NC(=O)CCN21
  A = 58; B = -8%; C = 6; D = -1%

Cc1cc(C)c(C)c(OCCOCCN2CCOCC2)c1
  A = -10; B = 10%[11.4 µM]; C = -9[1.84 µM]; D = -1%

CC1CC(C)CN(CC(=O)N2c3ccccc3CCc3ccccc32)C1 (stereo not drawn)
  A = 64; B = x; C = 15; D = 1%

CCCCCCCCNC(=O)c1cccnc1SCC(=O)Nc1ccccc1OC
  A = 65; B = x; C = 5; D = 4%

(further entries)
Screens by letter: A = PNC inhibitor; B = ALOX15B inhib; C = IMPase cell inh; D = 12-hLO inh
Cc1ccccc1C(=O)Nc1ccccc1
  A = u; B = 4%; C = 6; D = -1%

FC(F)(F)c1cnc(N2CCC(=NOCc3ccc(Cl)cc3)CC2)c(Cl)c1
  A = 7; B = 1%; C = 10; D = -7%

Cc1cccc(NC(=O)COc2ccc(Br)cc2)n1
  A = 14; B = 7%; C = 1; D = -5%

COCCNC(=O)c1onc(CCl)c1C(=O)OC
  A = 13; B = 9%; C = -2; D = -5%

O=C(N[C@@H](c1ccccc1)[C@@H]1C[C@H]1C(=O)NCc1ccccn1)OCc1ccccc1
  A = 65; B = -2%; C = x; D = 1%&2%

Cc1cc(C)c2c(-n3cccc3)nn(CC#N)c2n1
  A = 39; B = 2%; C = 2; D = 5%

COc1ccc(COc2ccccc2C(N)=O)cc1F
  A = 48; B = x; C = x; D = 2%

CCCCCOc1ccc(Br)cc1/C(C)=N/NC1=NCCN1
  A = -88*; B = x; C = u; D = -7%

Cc1ccc(SCC(=O)NCCSCc2ccccc2)cc1
  A = 28; B = x; C = x; D = -2%

CC1(C)Cc2ccccc2C(N)=C1C#N
  A = 10; B = 2%; C = -4; D = -3%

O=C(O)c1ccc(Br)c(S(=O)(=O)N2CCCC2)c1
  A = u; B = 7%; C = 2; D = 0%

CCOc1cc(C2C(C(=O)N3CCCCC3)=C(C)NC3=C2C(=O)CC(C)(C)C3)ccc1O (stereo not drawn)
  A = u; B = -1%; C = 1; D = 3%

COc1cccc(CN2CCN(C(=O)CC(C)C)CC2)c1
  A = 23; B = -10%; C = -13; D = -3%

COc1cc(CN2CCN(c3cccc(C)c3C)CC2)cc(OC)c1O
  A = 25; B = 19%; C = 0; D = 4%

COc1ccc(OCCCN2CCCC(C)C2)cc1 (stereo not drawn)
  A = 2; B = -3%; C = 11; D = -11%

COc1ccc(/C=C2\N=C(C)N(c3ccc4ccccc4c3)C2=O)cc1OC
  A = -7; B = x; C = x; D = 1%

Cc1cc(C)nc(-n2nc(C)cc2NC(=O)CNCc2ccccc2)n1
  A = 31; B = 25%; C = -12; D = 0%

CCCC(=O)c1ccc(N2CCN(S(=O)(=O)c3ccc(C)cc3)CC2)c(F)c1
  A = -18; B = 3%; C = 5; D = 3%

COc1ccc2nc3oc(C(=O)NC4CCN(Cc5ccccc5)CC4)cc3cc2c1
  A = u; B = x; C = -13; D = 0%

Cc1cc(/C=C(\C#N)C(=O)Nc2ccc(Cl)cc2)c(C)n1-c1ccc(N2CCOCC2)c([N+](=O)[O-])c1
  A = u; B = x; C = x; D = 1%

CCOCCCNC(=O)CCS(=O)(=O)Cc1ccc(C)cc1
  A = u; B = -3%; C = -1; D = 4%

CC1/C=C/C=C/C=C/C=C/C=C/C=C/C=C/C(OC2OC(C)C(O)C(N)C2O)CC2O[C@@](O)(CC(O)CC(O)C(O)CCC(O)CC(O)CC(=O)OC(C)[C@H](C)C1O)CC(O)C2C(=O)O (stereo partly drawn)
  A = x; B = -23%; C = x; D = -6%

CCC1(C)N([O-])C(C)=C(c2ccccc2)[N+]1=O (stereo not drawn)
  A = -88*; B = 8%; C = -3; D = 2%

Source: PubChem BioAssay
